M1AAP inhibition: P. falciparum M1AAP inhibitors, biochemical, fluorogenic H-Leu-NHMec substrate, 1536-well (AID 1445); inhibition, % at 30 µM; hits with a dose series show IC50 in µM; hit rate 0.42% among 220,000; recombinant M1AAP, H-Leu-NHMec fluorogenic kinetic assay; higher % means a stronger effect; Aminopeptidase N (Plasmodium falciparum (isolate 3D7));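 active = primary inhibition above the hit cutoff, then over 50% inhibition at one or more dose response concentrations, cut at about 23% in these data, passing the limit was not always enough; inconclusive = conflicting primary data, or primary hits not chosen for dose response; inactive = low primary inhibition, or under 50% at every dose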;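 also: plate controls were DMSO full reaction for no effect and no enzyme background for full effect; strong numbers were not always called active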
PMI inhibition: human PMI inhibitors, high substrate, primary screen, biochemical, fluorescence intensity, high mannose 6-phosphate (AID 1220); Mannose-6-phosphate isomerase (Homo sapiens); recombinant PMI enzyme, coupled fluorescence intensity; higher % means a stronger effect; one-dose inhibition, % at 20 µM; IC50 in µM for titrated hits; hit rate 0.66% among 190,000; in the data active = inhibition above about 50%
SIAH1 antagonists: Siah-1 peptide-binding antagonists, primary screen, biochemical, fluorescence polarization, rhodamine-plectin, uHTS (AID 1817); E3 ubiquitin-protein ligase SIAH1 (Homo sapiens); Siah-1 / rhodamine-plectin peptide fluorescence polarization; higher % means a stronger effect; displacement, % at 20 µM, or IC50 in µM where a hit was titrated; hit rate 0.02% among 290,000;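 active = displacement of at least 50% at 20 µM, with a fluorescence ratio check between 0.3 and a set limit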;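 also: plate controls were Siah plus tracer with DMSO for no effect and tracer alone without Siah for full effect; strong numbers were not always called active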
West Nile virus CPE: West Nile virus antiviral activity, cell-based, CPE readout (AID 1621) | West Nile virus-infected cells, CPE inhibition; higher % means a stronger effect | one-dose CPE inhibition, % at 10 µM; IC50 in µM for titrated hits | hit rate 0.02% among 290,000; in the data active = a potency from the dose series; inconclusive = CPE inhibition mostly from about 3.7% at the one dose, without a potency; inactive = the rest, 99 in 100 with CPE inhibition below about 2.2%; also: strong numbers were not always called active
CSM14.1 death rescue: rescue of cells from ER stress-induced death, primary screen, 384-well, CSM14.1, thapsigargin, ATP luminescence (AID 1222); CSM14.1 thapsigargin-induced death rescue, ATP luminescence; higher % means a stronger effect; cellular ATP content (survival), % at 20 µM; hits with a dose series show EC50 in µM; 190,000 tested, under 10 active;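 active = EC50 below 50 µM in the dose-response confirmation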;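 also: death triggered by thapsigargin at about 15 µM added after 2 h compound pretreatment; cell ATP read after overnight thapsigargin exposure of roughly 18 to 22 hours; normalized against plate controls of thapsigargin alone and 5% DMSO vehicle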
XIAP antagonists: XIAP antagonists, biochemical, IAP family, fluorescence polarization (AID 1018). XIAP BIR domain, fluorescence polarization peptide displacement; higher % means a stronger effect. hit rate 0.007% among 200,000. E3 ubiquitin-protein ligase XIAP (Homo sapiens). displacement, % at 20 µM; hits with a dose series show IC50 in µM; in the data active = displacement above about 50%; also: a part of the inactive calls stands beside numbers as strong as those of hits
Salmonella PhoP GFP: inhibitors of PhoP regulon expression, primary screen, Salmonella Typhimurium, GFP reporter (AID 1863) | S. Typhimurium PhoP-regulated promoter GFP reporter, 4 h; higher % means a stronger effect | inhibition, % at 50 µM, or IC50 in µM where a hit was titrated | hit rate 0.16% among 300,000;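 active = inhibition over 29.93%, a cutoff 3 SD above the screen mean, later confirmed by dose response; inconclusive = inhibition over 29.93% but no dose response follow-up; inactive = inhibition at most 29.93% or unconfirmed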;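 also: 0% = low Mg2+ inducing control and 100% = high Mg2+ repressing control; strong numbers were not always called active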
Yfh1-off respiration: enhancers of respiration in Yfh1-depleted yeast, dose response, Friedreich's ataxia, plus single-dose screen (AID 1465); S. cerevisiae Yfh1-off respiration, WST-1 reduction, 72 h; higher fold induction means a stronger effect; one-dose fold induction at 50 µM; EC50 in µM for titrated hits; hit rate 0.074% among 220,000;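 active = fold induction of absorbance versus untreated yeast above a set limit, then at least 30% activation at any dose in follow-up; inconclusive = repeats straddling the limit, or above it without dose testing; inactive = fold induction below the set limit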;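 also: activators that raise dye reduction in frataxin-depleted yeast; strong numbers were not always called active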
M17LAP inhibition: P. falciparum M17LAP inhibitors, primary screen, biochemical, fluorogenic H-Leu-NHMec substrate, 1536-well (AID 1619) | Leucine aminopeptidase (Plasmodium falciparum (isolate 3D7)) | recombinant M17LAP, H-Leu-NHMec fluorogenic kinetic assay; higher % means a stronger effect | inhibition, % at 30 µM; hits with a dose series show IC50 in µM | hit rate 0.38% among 220,000;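 active = compound inhibiting the enzyme by more than half at any dose during confirmatory dose-response retesting; inconclusive = strong single-dose inhibitors picked by rank but not retested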;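 also: plate controls were full reaction with DMSO carrier for no effect and no enzyme background for full effect; strong numbers were not always called active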
An asterisk follows results filed as active; i = inactive; ? = inconclusive; . = not tested or not shown.

SMILES	M1AAP inhibition	PMI inhibition	SIAH1 antagonists	West Nile virus CPE	CSM14.1 death rescue	XIAP antagonists	Salmonella PhoP GFP	Yfh1-off respiration	M17LAP inhibition
COC(=O)c1cc2sc(Cl)cc2n1Cc1nc(-c2ccccc2)oc1C	5%	7%	-2%	-0.4%	-0.1%	-22%	3%	i	-7%
Oc1ccccc1N1CCN(c2ncccn2)CC1	1%	3%	2%	2.1%	1.3%	2.7%	5%	i	-5%
CCOC(=O)c1nc(C)[nH]c1C(=O)OCC	-3%	-6%	3%	-0.2%	-0.8%	-1.4%	-13%	i	-11%
CC1=C(C(=O)NC(C)c2ccc3c(c2)OCCO3)C2(CCC(C)CC2)OC1=O (stereo unspecified)	3%	-5%	3%	-0.8%	0.4%	-3.8%	2%	i	-1%
OCCn1c(C(F)(F)F)nc2ccccc21	6%	-2%	-3%	-0.1%	-1.5%	-4.9%	3%	i	17%
CCCCNC(=O)CC1SC(=NCC)N(CC)C1=O (stereo unspecified)	0%	7%	7%	-0.1%	1.9%	-24%	4%	i	19%
CCOC(=O)c1ccc(N2CN=C3SCC(=O)N3C2)cc1	4%	-4%	-2%	0.2%	-0.3%	-0.5%	10%	i	6%
Cc1cc(OCc2nc(-c3cccnc3)no2)c(C)cc1Br	0%	1%	2%	0.5%	-2.3%	-10%	-17%	i	-13%
N#CC(=C1Nc2ccccc2N1)S(=O)(=O)c1ccccc1	12%	-6%	-6%	-0.1%	-2.4%	40%	-3%	i	13%
Cc1ccc(N=Cc2c(O)n(-c3cc(Cl)ccc3N3CCOCC3)c(=O)c3ccccc23)cc1C	5%	8%	4%	-0.1%	0.6%	-4.0%	0%	i	-9%
O=C(Cc1c(F)cccc1Cl)Nc1ccc(-n2cnnn2)cc1	-1%	-28%	6%	0.0%	-0.1%	-1.6%	-2%	i	9%
COc1cc(C(=O)NNC(=S)NC(=O)c2ccc3c(c2)OCO3)cc(OC)c1OC	-11%	.	6%	-0.3%	.	.	4%	i	-1%
CCCNC(=O)c1ccc2c(=O)c(O)c(-c3ccc(Cl)c([N+](=O)[O-])c3)[nH]c2c1	-1%	.	1%	0.5%	.	.	-6%	?	8%
COc1ccc(OC)c(S(=O)(=O)N2Cc3ccccc3CC2C(=O)Nc2nccs2)c1 (stereo unspecified)	4%	14%	2%	0.4%	-1.3%	-6.5%	-3%	i	0%
CCOc1ccccc1NC(=O)CC1Nc2ccccc2NC1=O (stereo unspecified)	5%	-3%	-7%	0.7%	0.7%	-4.1%	3%	i	17%
Cn1ncc(C#N)c1NC(=O)C1CC(c2ccccc2Cl)=NO1 (stereo unspecified)	-2%	.	-1%	0.2%	.	.	-6%	i	-5%
COCCN(C(=O)Cc1cccs1)C(C(=O)NC1CCCC1)c1cc(OC)c(OC)c(OC)c1 (stereo unspecified)	7%	-10%	12%	-1.0%	1.1%	-5.6%	10%	i	3%
O=C(NCCc1ccccc1)c1nc(-c2cccs2)no1	7%	4%	3%	-0.1%	-1.7%	-2.8%	-1%	i	-6%
Cc1ccc(-n2cc(CNCCc3cscn3)c(-c3ccc(F)cc3)n2)cc1	4%	3%	-2%	-0.9%	-2.6%	-2.2%	0%	i	5%
CS(=O)(=O)N1CCSC1c1ccc(Br)cc1 (stereo unspecified)	1%	.	19%	-0.1%	.	.	-4%	i	-10%
Cc1ccccc1-n1c(=O)cc(NCC2CCCO2)[nH]c1=O (stereo unspecified)	-1%	11%	5%	1.1%	-1.8%	-2.3%	6%	i	-7%
CCOC(=O)c1c(-c2ccc(C)cc2)csc1NC(=O)C1CC=CCC1C(=O)O (stereo unspecified)	5%	5%	3%	.	2.5%	-0.8%	3%	.	4.8µM*
O=C1CSC2(CCCCC2)N1CCO	2%	14%	4%	0.2%	2.7%	-5.4%	-4%	i	15%
CCCCOC(=O)Cn1c(=O)c2c(nc(Br)n2Cc2ccccc2)n(C)c1=O	1%	11%	-2%	0.1%	-3.1%	-3.1%	2%	i	-2%
O=C(c1cc(Cl)ccc1Cl)N1CCN(c2ccccn2)CC1	-4%	0%	0%	-1.0%	-1.5%	-5.2%	13%	i	3%

More entries
SMILES	M1AAP inhibition	PMI inhibition	SIAH1 antagonists	West Nile virus CPE	CSM14.1 death rescue	XIAP antagonists	Salmonella PhoP GFP	Yfh1-off respiration	M17LAP inhibition
COc1ccccc1N(CC(=O)NC(C)C)S(=O)(=O)c1cccs1	-5%	8%	-4%	-0.8%	4.5%	-10%	2%	i	1%
[N-]=[N+]=CC(=O)CNC(=O)[C@@H](Cc1ccccc1)N1C(=O)c2ccccc2C1=O	3%	-5%	-4%	0.3%	-1.1%	-4.6%	-4%	i	7%
CCCOc1ccc(OCCOCCNCc2ccccc2)cc1	-5%	-1%	2%	-1.2%	-2.4%	-13%	6%	i	12%
Cc1nc2ccc(NC(=O)c3c(-c4ccccc4)noc3C)cc2s1	-2%	7%	-1%	0.2%	0.1%	-3.5%	-2%	i	-8%
CCOC(=O)C1CCN(C(=O)Cc2cccc3ccccc23)CC1	9%	12%	2%	0.4%	0.4%	-6.3%	6%	i	14%
CCCC(=O)C1=C(O)C(C(=O)OC)C(C)(C)CC1=NC (stereo unspecified)	-1%	5%	0%	0.3%	0.2%	-7.8%	4%	i	7%
CC(C)CC(NC(=O)C(CO)NC(=O)C1CCC(=O)N1)C(N)=O (stereo unspecified)	6%	-10%	0%	0.1%	-1.0%	-7.8%	-13%	i	0%
O=C(Nc1ccccc1)N1CCSCC1	3%	-2%	-3%	0.6%	-0.1%	0.6%	-5%	i	3%
CCn1c(C)nc2cc(C(=O)NNS(=O)(=O)c3cc(Br)ccc3Br)ccc21	9%	.	6%	-0.3%	.	.	-8%	i	4%
CCOC(=O)c1cc2c(=O)n3ccccc3nc2n(CC(C)C)c1=NC(=O)c1ccco1	14%	8%	-4%	2.2%	-1.9%	-7.2%	-4%	i	-236%
Cc1ccc(N(CC(O)COCc2ccco2)S(=O)(=O)c2ccc(C)cc2)cc1 (stereo unspecified)	3%	11%	15%	-0.2%	3.2%	-9.0%	4%	i	5%
CCCCN1C(=O)c2ccccc2C1C(=O)NC1CCCC1 (stereo unspecified)	5%	-7%	-2%	-0.5%	-0.8%	-4.5%	-10%	i	10%
Cc1nc2c(-c3ccc(F)cc3)c(C)nn2c(C)c1CCC(=O)NCc1ccco1	4%	2%	0%	-0.2%	0.1%	-3.2%	2%	i	5%
O=C(OCc1ccc(F)cc1)c1ccc2ccccc2n1	-3%	1%	6%	0.8%	-0.7%	-3.6%	4%	i	-7%
CC(=O)Nc1ccc(Nc2ccc3nonc3c2[N+](=O)[O-])cc1	8%	-1%	-2%	-0.6%	-1.1%	-3.1%	10%	i	23%
O=C(NNC(=O)c1ccc[nH]1)Nc1cc(Cl)cc(Cl)c1	15%	.	1%	0.3%	.	.	-14%	i	14%
O=C(Nc1ccccc1)c1ccccc1CC[N+](=O)[O-]	5%	-3%	5%	0.1%	-0.3%	0.3%	-11%	i	-4%
COc1ccccc1C(=O)CSc1nnc(-c2ccco2)o1	3%	-10%	-3%	0.1%	1.4%	-4.1%	-1%	i	1%
Cn1c2ccccc2c2c(C(=O)O)cn(C3CCCC3)c(=O)c21	2%	15%	8%	0.1%	-0.6%	-3.5%	-3%	i	6%
CCOC(=O)N1CCC2(CC1)C(C#N)=C(N)OC1=C2C(=O)CCC1	1%	.	0%	15%	0.5%	-4.5%	-3%	i	16%
COc1ccccc1NC(=S)NNC(=O)c1ccc(O)cc1	-5%	5%	-2%	0.5%	-2.7%	-2.4%	9%	i	4%
CSc1nsc(/C=C/Nc2ccc(C)c(C)c2)c1C#N	9%	40%	-2%	.	-2.1%	-8.1%	-2%	.	-4%
CCOC(=O)c1c(N=CN(C)C)c(C#N)n2c1CCC2	-2%	-15%	-1%	0.2%	-1.5%	-5.7%	10%	i	3%
COc1ccc(C(=O)C2CCCN(C(=O)C3=CCCC3)C2)c(C)c1 (stereo unspecified)	1%	2%	4%	-0.5%	1.4%	-1.8%	5%	i	-1%
COc1ccc(-n2c(-c3ccc(C)cc3)n[nH]c2=S)cc1	3%	3%	-2%	1.4%	-1.0%	-17%	-6%	i	-21%

Carrying on:
SMILES	M1AAP inhibition	PMI inhibition	SIAH1 antagonists	West Nile virus CPE	CSM14.1 death rescue	XIAP antagonists	Salmonella PhoP GFP	Yfh1-off respiration	M17LAP inhibition
CC(CCn1cccn1)NC(=O)c1cc(COc2ccc(F)cc2F)on1 (stereo unspecified)	-6%	8%	-4%	-0.2%	5.8%	-4.2%	1%	i	0%
Cc1ccc(S(=O)(=O)N2CCOC2CNC(=O)C(=O)NCc2ccncc2)cc1 (stereo unspecified)	-1%	.	-3%	-0.3%	.	.	-4%	i	0%
Cc1noc(C)c1COC(=O)c1ccc(S(=O)(=O)N2CCCCC2)cc1	-2%	3%	-4%	0.2%	-2.7%	-5.4%	5%	i	-3%
CC(C)Oc1cc(NC(=O)CS(=O)CC(=O)Nc2cccc(C(F)(F)F)c2)c(Cl)cc1Cl (stereo unspecified)	12%	8%	0%	0.0%	1.2%	-7.8%	-13%	i	-4%
COc1ccc(CC2(C)OC(c3ccc(C)cc3)=NN2C(C)=O)cc1 (stereo unspecified)	-1%	3%	4%	-0.6%	0.1%	2.8%	4%	i	3%
O=C(O)CCC(=O)c1c[nH]c2ccccc12	8%	10%	-6%	-0.3%	-1.6%	-3.1%	12%	i	19%
CCOC(=O)n1cc(-c2cnc(CNC(=O)C(C)(c3ccccc3)c3ccccc3)o2)c2ccccc21	0%	6%	0%	-0.1%	-2.6%	-11%	-2%	i	5%
CCC(=O)N1CCc2cc(S(=O)(=O)CCC(=O)NC(C)CC)ccc21 (stereo unspecified)	-3%	-4%	3%	0.3%	-0.5%	-4.1%	-4%	i	-15%
CCNc1nc(CSc2ccccc2)nc2sc(C)c(C)c12	2%	28%	19%	-1.2%	4.9%	-6.2%	0%	i	0%
Cc1cc(Cl)ccc1NC(=S)NCc1cccs1	0%	1%	4%	-0.3%	-0.7%	-5.1%	0%	i	4%
CC(=O)Oc1ccc(C(=O)[C@H]2[C@H]3C(=O)N(c4cccc5ccccc45)C(=O)[C@H]3[C@@H]3C=CC=NN32)cc1	17%	-88%	4%	0.5%	0.1%	-13%	13%	i	6%
COc1ccc(-c2noc(CCCC(=O)N3CCOCC3)n2)cc1	-1%	-9%	2%	-1.1%	-0.2%	-4.2%	-6%	i	-4%
O=C1CCCN1c1ccc(S(=O)(=O)N2CCN(c3ccccc3)CC2)cc1	2%	6%	-2%	-0.2%	-1.9%	-7.0%	3%	i	-9%
CC1(O)N(Cc2ccccc2)C(=O)OC12CCCCC2 (stereo unspecified)	6%	9%	8%	2.0%	-1.6%	-3.8%	6%	i	-4%
